# MITF TRPM1 HTS: activators of MITF-driven TRPM1 promoter activity in SK-MEL-5 cells; SK-MEL-5 TRPM1-promoter luciferase, 24 h; % of positive control, neutral wells = 0; activation, % at 12.5 µM; 300,000 tested, 0.75% active; AID 588334;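 active = mean activation of at least 80% with every replicate also reaching 80%; inconclusive = mean reaches 80% but some replicate falls short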;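 note: 0% = neutral control wells and 100% = parthenolide positive control wells; values of inactives mirror those of a sister screen read the other way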
# PKA-R1A act: activators of PKA-R1A complex. 340,000 tested, 0.083% active. PKA-R1A dissociation, Cy5-IP20 fluorescence polarization; scaled: DMSO 0%, 113 µM cGMP 100%. activation, % at 11.4 µM;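 active = percent activation above the mean of all tested compounds plus 3 SD, cut at about 19% in these data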;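 note: higher means more PKAc released from R1A so a rise in polarization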
# SR-BI HDL uptake: inhibitors of mouse SR-BI mediated HDL lipid uptake; Q61009; ldlA[mSR-BI] CHO cells, DiI-HDL uptake fluorescence, 3 h; inhibition, % at 12.5 µM; 320,000 tested, 0.96% active; AID 488896;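 active = mean replicate inhibition of at least 70% and a set share of replicates each scoring 70 or more; inconclusive = meets just one of the two criteria; inactive = fails both criteria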;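 note: 0% = median of neutral control wells and 100% = median of positive control wells; values of inactives mirror those of a sister screen read the other way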
# Target sequence (Q61009 whole entry, looked up): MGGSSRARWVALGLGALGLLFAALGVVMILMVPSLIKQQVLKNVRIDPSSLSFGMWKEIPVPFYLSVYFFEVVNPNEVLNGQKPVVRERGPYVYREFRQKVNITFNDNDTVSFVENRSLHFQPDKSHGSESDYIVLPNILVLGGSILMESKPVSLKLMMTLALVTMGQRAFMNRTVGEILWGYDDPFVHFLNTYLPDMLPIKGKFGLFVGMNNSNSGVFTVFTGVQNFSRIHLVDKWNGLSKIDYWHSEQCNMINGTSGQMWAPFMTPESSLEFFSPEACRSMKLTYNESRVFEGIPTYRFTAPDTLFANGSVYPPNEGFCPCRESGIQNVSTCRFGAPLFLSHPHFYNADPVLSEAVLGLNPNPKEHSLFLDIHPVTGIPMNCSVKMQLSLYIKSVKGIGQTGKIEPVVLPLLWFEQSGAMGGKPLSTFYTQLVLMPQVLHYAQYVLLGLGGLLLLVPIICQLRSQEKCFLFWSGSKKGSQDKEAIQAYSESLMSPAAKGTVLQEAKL
# Mot1-301 SUMO: SUMOylation pathway inhibition by Mot1-301 growth rescue | S. cerevisiae Mot1-301 growth rescue, ATP luminescence, 38.5C; percent above DMSO median, 100 means doubled | growth rescue, % at 18.8 µM | 320,000 tested, 1% active | AID 2716;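 active = every valid replicate shows activation above 250% relative to neutral control wells; inactive = the rest, any valid replicate at or below 250%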;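 note: OY570 slx delta 5 strain wells were the positive control but not used for scaling; some compounds called inactive have numbers as strong as hits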
# SR-BI DiI-HDL act: SR-BI HDL lipid transfer activation; 320,000 tested, 0.096% active; activation, % at 12.5 µM; CHO ldlA[mSR-BI] cells, DiI-HDL uptake fluorescence, 3 h; 100 = double the neutral-control signal;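 active = mean replicate activation of at least 60% and every replicate at or above 60%; inconclusive = mean or all-replicate condition met, but not both; inactive = mean below 60% and not all replicates reaching 60%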;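 note: 0% = median plate neutral-control signal and 100% = twice that signal; values of inactives mirror those of a sister screen read the other way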
#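 Material: SR-BI-overexpressing, LDLR-lacking CHO cells | Dosing: Single compound concentration, delivered by pin transfer | Probe or stimulus: Labelled HDL, 10 µg/mL | Signal: Bottom-read cell fluorescence after medium removal, ex 550/em 595 nm | Schedule: 3 h, 37 °C | Evaluation: HDL uptake via cellular fluorescence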
# PKA-R2B act: activates the human PKA-R2B holoenzyme complex | PKA-R2B holoenzyme dissociation, Cy5-IP20 fluorescence polarization; R2B truncated from residue 108, S112A mutant; 0% DMSO only, 100% 113 µM cGMP | 340,000 tested, 0.079% active | P22694+P31323 | activation, % at 11.4 µM;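 active = activation above a cutoff set at the mean over all compounds plus 3 SD, cut at about 18% in these data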;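 note: higher means more holoenzyme dissociation and a rise in polarization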
# CDK5 inh: blocks human CDK5/p35 kinase activity; Recombinant CDK5/p35, ADP-Glo luminescence, 60 min; inhibition, % at 10 µM; 330,000 tested, 0.01% active;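 active = highest replicate inhibition of at least 50% and at least 75% of replicates reaching 50%; inconclusive = only one of the two criteria met; inactive = both criteria failed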;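 note: plate controls were DMSO neutral control for no effect and GW8510 at 10 µM for full effect; many of its hits are not listed in these tables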
# Arr AP2 block: blocks beta-arrestin peptide binding to AP2 adaptin. AID 504490. inhibition, % at 10 µM. FITC-arrestin peptide / GST-AP2 beads, flow cytometry; AP2 beta2 appendage carries R879A mutation. 340,000 tested, 0.31% active;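 active = inhibition above a set limit, near 3 SD of compounds lacking own fluorescence, cut at about 54% in these data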;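 note: plate controls were DMSO wells for no effect and 5 µM unlabelled arrestin peptide for full effect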
#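 System: GST-AP2 R879A bound to glutathione beads, E. coli-expressed. Also added: 50 nM FITC-arrestin peptide. Schedule: compound with beads 12 min RT, then probe 1 h RT. Signal: bead flow cytometry, FITC channel. Read-out basis: percent response.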
# DSG3 Ab inh: blocks pemphigus antibody binding to human desmoglein-3; binding (percent of control), % at 10 µM; P32926; DSG3-coupled beads, scFv-anti-DSG3-GFP binding, flow cytometry; hits give low values; AID 588358; 310,000 tested, 0.48% active;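 active = binding more than 3 SD below its plate's average and above zero; inconclusive = below that plate limit but binding exactly zero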;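 note: hits lower antibody fragment binding to DSG3; some compounds called inactive have numbers as strong as hits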
# NSD2 inh: inhibitors of human histone methyltransferase NSD2; O96028; NSD2 peptide methylation, AlphaScreen, 120 min; inhibition, % at 12.5 µM; 310,000 tested, 0.54% active; in the data active = inhibition above about 50%
# dFosB activator: enhances mouse delta FosB homodimer DNA binding; activation, % at 25 µM; purified delta FosB, TAMRA-CDK5 oligo fluorescence polarization; percent of positive-control signal above neutral wells; 340,000 tested, 0.99% active;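 active = mean activation above about 17%, with every replicate also reaching it, limit read from the data, passing the limit was not always enough; inconclusive = only one of the two conditions met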;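 note: fluorescence polarization rise as delta FosB binds a TAMRA Cdk5 AP-1 oligo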
# Target sequence (P13346 whole entry, looked up): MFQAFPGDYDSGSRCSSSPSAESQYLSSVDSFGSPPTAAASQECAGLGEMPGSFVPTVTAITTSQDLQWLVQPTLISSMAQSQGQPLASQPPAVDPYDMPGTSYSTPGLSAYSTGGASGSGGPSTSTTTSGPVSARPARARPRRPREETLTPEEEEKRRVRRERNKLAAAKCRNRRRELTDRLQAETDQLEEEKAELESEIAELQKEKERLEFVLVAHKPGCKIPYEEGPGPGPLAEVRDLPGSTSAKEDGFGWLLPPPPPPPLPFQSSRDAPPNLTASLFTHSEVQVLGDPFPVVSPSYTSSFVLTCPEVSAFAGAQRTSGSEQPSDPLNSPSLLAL
# Starred values were filed as active, the others as inactive; ? = inconclusive; . = not tested or not shown.
mol,MITF TRPM1 HTS,PKA-R1A act,SR-BI HDL uptake,Mot1-301 SUMO,SR-BI DiI-HDL act,PKA-R2B act,CDK5 inh,Arr AP2 block,DSG3 Ab inh,NSD2 inh,dFosB activator
CCOC(=O)c1ccc(N2C(=O)CC(N3CCC(C#N)(c4ccccc4)CC3)C2=O)cc1 (centres undefined),-1,-7,24,326,-24,-9,-0.7,-2,97,-3,-11
COc1ccc(NC(=O)N2CCC3(CC2)OCCO3)c(OC)c1,6,-3,-11,0,11,2,-0.9,-11,107,0,3
CCCCNC(=O)c1c(N)n(CCCOC)c2nc3ccccc3nc12,-4,-4,20,3,-20,-17,-1.8,-2,108,106*,1
CCN(CC)CCOC(=O)c1cc2cc(COC)ccc2o1,7,-7,.,5,.,9,0.2,-12,99,.,2
CC12CCC(=O)C=C1CCC1C2CCC2(C)C1CCC2(O)CC#N (centres undefined),-5,-19,-13,.,13,6,-2.3,-7,126,-2,-3
Nc1ccccc1-[n+]1c(-c2ccccc2)cc(-c2ccccc2)cc1-c1ccccc1,-11,6,.,-16,.,5,1.6,3,105,17,-11
C=C(C)CSc1nnc([C@@H](N)Cc2c[nH]c3ccccc23)o1,-1,2,-10,8,10,0,-1.2,-1,96,-1,0
CCC12CN3CC(CC)(CN(C1)C3c1cccnc1)C2=O (centres undefined),5,3,-28,-31,.,-5,-1.1,-3,108,-7,-1
COC(=O)C1=C(c2ccc(OCc3ccccc3)cc2)C[C@@H]2CC[C@H]1N2C(=O)NCc1ccc(OC)c(OC)c1,.,-10,45,-2,-45,-9,-0.6,3,107,.,-2
O=C(N/N=C/c1c(O)n(C2CC2)c(=S)[nH]c1=O)c1ccccc1O,1,2,92*,-16,-92,-3,-0.8,13,97,-5,-2
Cc1cc(/C=C2/C(=O)NC(=O)N(C)C2=O)c(C)n1-c1ccccc1,7,7,1,-4,-1,1,0.2,38,106,-3,-1
Cc1cccc(OP(=O)(Nc2ccc(F)cc2)Oc2cccc(C)c2)c1,-1,-9,-17,-36,17,-7,-1.1,-8,99,-2,-4
O=C(C(=O)N1CCC2(CC1)OCCO2)c1c[nH]c2ccccc12,3,-4,-5,-4,5,-4,-0.6,7,103,-4,-6
C[C@]12CCC(=O)C=C1CC[C@@H]1C2[C@H](O)C[C@]2(C)C(=O)CCC12 (some centres undefined),-10,6,.,-2,.,-5,0.8,-1,84,0,-8
c1ccc2c(c1)CNc1ccccc1O2,-6,-2,-5,-26,5,-2,-1.4,32,106,-3,-1
CCCCCCC(N)CC(=O)O (centres undefined),.,1,-25,.,25,-8,-1.3,-2,.,-1,-9
CCOP(=O)(OCC)C(NC(=O)NC)C(N)=O (centres undefined),10,1,-3,-1,3,-2,3.0,-1,94,-2,0
CN(C)c1ccc(-[n+]2c(-c3ccccc3)cc(-c3ccccc3)cc2-c2ccccc2)cc1,-92,.,-18,.,18,.,-0.3,-16,.,45,-4
Cc1ccc(C2=NCC(=O)N(CC(=O)N3CCCCC3)c3sc(C)c(C)c32)cc1,2,1,88*,-6,-88,3,-1.7,7,100,2,-6
C/C=C(\C)C(=O)N[C@@H](c1ccccc1)[C@@H](O)C(=O)O[C@H]1C[C@@]2(O)[C@@H](OC(=O)c3ccccc3)C3[C@](C)(C(=O)[C@H](O)C(=C1C)C2(C)C)[C@@H](O)C[C@H]1OC[C@@]31OC(C)=O (some centres undefined),-18,1,-19,2,19,-1,0.2,1,125,.,-4
Cc1c(C)c2ccc(OCC(=O)N3C[C@H]4C[C@@H](C3)c3cccc(=O)n3C4)cc2oc1=O,13,14,-5,-18,5,-4,0.4,-2,.,.,-10
Cc1ccc(C2=CCNCC2)cc1,-5,-1,-5,1,5,-6,-0.8,34,103,0,-1
Cc1c(OC(=O)N(C)C)ccc2c1O/C(=C\c1ccco1)C2=O,46,9,.,-14,.,-6,0.3,10,119,-1,-13
C[C@]12CCC3C(CC[C@H]4C[C@H](O)CC[C@]34C)C1C[C@@H](O)[C@@H]2O (some centres undefined),12,-10,-9,-9,9,-2,-0.7,4,91,1,-2
COc1cc2c3c(c1OC)Oc1ccc(cc1)C[C@H]1c4c(cc(OC)c(OC)c4Oc4ccc(cc4)C[C@@H]3N(C)CC2)CCN1C,-90,10,-27,.,27,-7,1.6,3,126,.,12
CN1C(=O)C(=Cc2ccccc2OS(=O)(=O)c2ccccc2)C(=O)N(C)C1=O,2,2,-17,36,17,-16,0.3,5,128,0,-8
CCCCCC1(C(C)C)C(=O)NC(=S)NC1=O,3,-2,-33,.,33,-5,-0.8,-22,97,-2,0
CCOC(=O)C(C)Oc1cc(C)cc2oc(=O)c3c(c12)CCCC3 (centres undefined),-3,13,55,6,-46,-1,1.7,36,82,3,-15
O=C(Cc1ccccc1)N1CCN(CC2CC3C=CC2C3)CC1 (centres undefined),-1,-2,0,-17,0,4,-0.7,-4,98,0,-1
Clc1ccccc1C1NCc2ccccc2-n2cccc21 (centres undefined),-1,-12,9,2,-9,-7,-1.0,0,96,-2,-21
Cc1ccc(NC2=NCCCS2)c(C)c1C,-1,-9,-121,-8,?,-12,-1.3,-4,100,2,2
CC(=O)Nc1ccc(OC(=O)c2ccccc2N)cc1,-2,-2,18,2,-18,11,0.9,4,93,-2,-3
C=CCN(c1ccc(C(=O)N(CC)CC)cc1)S(C)(=O)=O,3,7,6,-6,-6,6,-0.1,-2,92,-1,-5
Cn1cccc1/C=C1/C(=O)NC(=O)N(Cc2ccccc2)C1=O,-8,-4,-2,3,2,9,2.2,-6,103,2,-1
Cc1ccc2nc(C)n(-c3ccc(F)cc3)c(=O)c2c1,-6,.,21,-17,-21,.,-0.6,42,93,-3,1
CCc1ccc(-n2c(O)c(C(C)=O)c(=O)[nH]c2=O)cc1 (tested in a mixture with another compound),-6,7,-18,-16,18,6,0.8,-3,115,-2,0
O=c1c2ccccc2nc(-c2ccco2)n1-c1ccc(Br)cn1,.,-4,7,15,-7,13,0.9,-6,.,-1,-7
CC12CNCC(C)(CNC1)C2O (centres undefined),14,-2,7,70,-7,9,-2.5,-2,104,-3,3
Oc1cccc(/C=N/NP(=S)(c2ccccc2)c2ccccc2)c1,.,-19,14,23,-14,-9,-0.3,31,95,1,5
COC(=O)C1=C(c2ccc(Cl)c(C(F)(F)F)c2)C[C@@H]2CC[C@H]1N2C(=O)N1CCC(O)(c2ccc(Cl)cc2)CC1,-19,-7,21,6,-21,-8,-1.8,-9,102,.,-7
Cc1cc(OCCCC(=O)NCc2cccs2)ccc1Cl,-8,-2,-13,174,13,-1,-1.3,-7,80,0,-10
CCOc1ccc(N=Cc2c(O)n(CCc3ccc(OC)c(OC)c3)c(=O)[nH]c2=O)cc1,-15,2,12,-21,-12,6,0.7,-11,.,-3,3
CCCCC(CC)CNCC(O)c1ccccc1 (centres undefined),0,-3,6,-33,-6,-5,0.2,12,.,0,-1
COc1cc(OC)c(C=O)c(OC(=O)N(C)C)c1,0,2,-7,15,7,-7,-2.2,16,102,1,-12
O=P(O)(Oc1ccccc1)OC(c1ccccc1)C(F)(F)C(F)(F)F (centres undefined),0,-7,-21,-14,21,-14,0.0,5,103,-6,4
Cc1ccc(P(=S)(c2ccc(C)o2)N2CCOCC2)o1,1,1,-16,25,16,-4,0.7,2,.,0,-9
CN1CCN(CCC(=O)OC2CC3CCC(C2)N3C)CC1 (centres undefined),6,-3,-40,-9,40,-4,0.1,-1,112,-2,1
CN1CCCCC1c1ccc(-c2cccnc2)nc1 (centres undefined),.,5,-20,5,20,-3,0.0,1,102,.,-2
C=CCn1c(O)c(C(C)=NCCc2c[nH]c3ccccc23)c(=O)[nH]c1=O,5,1,-12,7,12,6,-0.2,9,108,-1,1
OC(COCc1ccc(Cl)cc1)CN1CC=C(c2ccccc2)CC1 (centres undefined),-13,6,-3,61,3,1,-0.6,29,105,6,5
CCOc1ccc(-c2cc(C(=O)N3CCC4(CC3)OCCO4)c3ccccc3n2)cc1,100*,-4,8,.,-8,-3,-8.3,-18,92,-9,-9
Cc1ccc(N2C(=O)NC(=O)/C(=C/c3cnc(-c4ccccc4)nc3)C2=O)cc1C,3,7,-16,-3,16,-3,-3.0,1,101,23,-11
Cn1cc(C=C(C#N)C#N)c2ccccc21,2,-4,-11,-6,11,-13,1.8,-1,102,1,-5
CC(C)CN(C(=O)CN1CC=C(c2ccccc2)CC1)c1c(N)n(CC(C)C)c(=O)[nH]c1=O,2,-2,-15,-5,15,5,0.2,40,100,0,-2
O=C(CCl)NCC1CCCO1 (centres undefined),-4,-3,.,-6,.,1,-0.1,4,102,-2,-3
N#CC(C#N)=Cc1ccc(C=C(C#N)C#N)cc1,-23,0,-4,.,4,-2,0.2,0,98,-2,-12

# (further entries)
mol,MITF TRPM1 HTS,PKA-R1A act,SR-BI HDL uptake,Mot1-301 SUMO,SR-BI DiI-HDL act,PKA-R2B act,CDK5 inh,Arr AP2 block,DSG3 Ab inh,NSD2 inh,dFosB activator
O=[N+]([O-])c1ccc(Cl)c([N+](=O)[O-])c1,-42,-3,-11,-21,11,3,-0.9,5,99,.,-2
CCOc1ccc(-n2c(O)c(C=Nc3ccc(NC(C)=O)cc3)c(=O)[nH]c2=O)cc1,.,7,11,-1,-11,-2,0.2,-3,.,-1,1
CCC1CN(C)CCC1(OC(C)=O)c1ccccc1 (centres undefined),-2,5,11,1,-11,-6,-2.0,7,104,1,2
Cc1cc(Cl)ccc1C(=O)C1CCCN(C2CCSCC2)C1 (centres undefined),2,-1,-6,249,6,-6,-4.3,20,111,6,-19
COC(=O)C1=C(c2ccc(C(C)=O)cc2)C[C@@H]2CC[C@H]1N2C(=O)NC1CC1,6,4,-16,9,16,8,-0.8,7,103,.,-2

# These rows are one share of the data (hit frequency here may not be typical).
